rat GALR2 ag – agonists of rat galanin receptor 2 (GALR2); activation, % at 10 µM; 16,000 compounds, 0.5% hits; cell-based GALR2 agonist screen; O08726; AID 833; in the data active = activation above about 15%
Target sequence (O08726 whole entry, looked up): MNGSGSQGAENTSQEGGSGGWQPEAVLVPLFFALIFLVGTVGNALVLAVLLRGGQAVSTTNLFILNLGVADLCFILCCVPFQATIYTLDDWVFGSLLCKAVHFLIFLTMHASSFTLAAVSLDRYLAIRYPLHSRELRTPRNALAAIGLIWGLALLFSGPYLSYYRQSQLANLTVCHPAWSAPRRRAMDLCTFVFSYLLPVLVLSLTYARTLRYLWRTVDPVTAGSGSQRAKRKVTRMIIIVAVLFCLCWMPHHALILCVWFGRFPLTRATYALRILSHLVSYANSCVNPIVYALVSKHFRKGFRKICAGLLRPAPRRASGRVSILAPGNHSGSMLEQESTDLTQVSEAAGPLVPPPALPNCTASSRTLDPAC
TLR4 MyD88 blk – inhibitors of human TLR4-MyD88 binding; Cell-based TLR4-MyD88 binding inhibition assay; inhibition, % at 10 µM; 16,000 compounds, 0.06% hits; AID 811; in the data active = inhibition above about 45%
NOTCH ag – activates NOTCH signaling in reporter cells. NOTCH signaling luciferase reporter cells, luminescence. activation, % at 2.5 µM. 15,000 compounds, 0.4% hits; in the data active = activation above about 2.2%
Luminol counter – counter-screen for Nox1 inhibitors: inhibitors of luminol chemiluminescence. HRP/luminol/H2O2 chemiluminescence counterscreen. inhibition, % at 6.7 µM. 16,000 compounds, 0.4% hits. AID 1823; also: reference of the scale not given here
KOR antag MB – OPRK1 (human) antagonism, Maybridge screen; P41145; OPRK1 cells, antagonist mode, fluorescence readout; inhibition, % at 9 µM; 16,000 compounds, 0.4% hits; in the data active = inhibition above about 50%
PME-1 Maybr inh – PME-1 (human) inhibition, Maybridge primary screen | Q9Y570 | recombinant PME-1, FP-Rh probe fluorescence polarization | inhibition, % at 9 µM | 16,000 compounds, 0.5% hits; in the data active = inhibition above about 30%
Nox1 inhibitor – inhibitors of human NADPH oxidase 1 (Nox1); Q9Y5S8; HT29 cells, luminol chemiluminescence ROS; inhibition, % at 6.7 µM; 16,000 compounds, 0.81% hits; AID 1792
S1P1 ag – activates the human S1P1 receptor; S1P1 agonist cell-based reporter assay; P21453; activation, % at 4.5 µM; 16,000 compounds, 1.5% hits; in the data active = activation above about 80%
Target sequence (P21453 whole entry, looked up): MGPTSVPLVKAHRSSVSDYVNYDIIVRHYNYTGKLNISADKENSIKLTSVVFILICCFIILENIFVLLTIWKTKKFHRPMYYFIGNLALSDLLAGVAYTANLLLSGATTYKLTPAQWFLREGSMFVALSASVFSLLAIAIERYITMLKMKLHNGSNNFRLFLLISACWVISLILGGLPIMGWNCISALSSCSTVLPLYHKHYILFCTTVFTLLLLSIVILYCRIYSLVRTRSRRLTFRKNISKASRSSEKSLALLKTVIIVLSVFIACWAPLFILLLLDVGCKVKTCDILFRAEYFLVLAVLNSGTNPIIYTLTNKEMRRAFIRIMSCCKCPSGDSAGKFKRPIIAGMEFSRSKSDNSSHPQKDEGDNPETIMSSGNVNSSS
Starred values were filed as active, the others as inactive; / = not tested or not shown. Rule as the data show it, unless noted: active = inhibition above about 75%; inactive = the rest.

SMILES	rat GALR2 ag	TLR4 MyD88 blk	NOTCH ag	Luminol counter	KOR antag MB	PME-1 Maybr inh	Nox1 inhibitor	S1P1 ag
O=C(Nc1ccn([C@H]2CC[C@@H](CO)O2)c(=O)n1)c1ccccc1	-8	0	-0.1	-1	10	2	7	-10
CCOC(=O)c1cc(/C(C)=N/Nc2cc(C(F)(F)F)cc(C(F)(F)F)c2)on1	-5	2	0.3	-3	-8	1	8	-10
CC(=O)/C(N=Nc1ccc2c(c1)OCO2)=C(\C)O	-3	11	-0.6	24	11	-4	-29	3
Cc1cccc(Cl)c1NC(=S)NN	-4	7	-0.2	-2	16	-1	-5	-17
Cc1cc(NCc2cccnc2)nc(N)n1	-4	10	-0.5	-3	-9	0	-46	-4
CCOC(=O)C1=C(C)NC(=S)NC1c1c(F)cccc1Cl (stereo unspecified)	-4	-1	0.2	0	-6	6	-46	13
CC(C)N=C(NC#N)NC(C)C	-5	7	-0.2	-1	12	0	-46	1
CN(C(=O)c1cc2cccc([N+](=O)[O-])c2[nH]1)c1ccccc1Cl	-3	11	-0.3	-21	17	7	18	23
N#C/C(=C/c1ccccc1N1CCN(Cc2ccccc2)CC1)S(=O)(=O)c1ccccc1	1	-4	0.2	-3	0	3	29	4
COC(=O)c1sc(-c2ccc(C(C)(C)C)cc2)cc1NC(C)=O	-5	7	-0.1	1	-3	-6	-28	-14
Cn1cnc(S(=O)(=O)NCc2ccc3c(c2)OCO3)c1	-6	/	-0.3	-4	26	5	-1	-3
COc1cccc(C(=O)/C=C2\NC(=O)CS2)c1	-7	-3	0.0	6	12	0	-103	-4
FC(F)(F)c1cnc(NCc2cccnc2)c(Cl)c1	-9	-8	0.4	-2	-13	0	-23	11
COc1ccc(N=Nc2ccc(OC)c(OC)c2)cc1OC	0	-5	-0.2	7	-4	1	-29	93*
Cc1c(C(=O)Nc2ccc(N3CCOCC3)c(Cl)c2)cnn1-c1ccc(F)cc1	-8	-2	0.2	-2	-9	2	-39	19
CCOC(=O)c1[nH]ncc1Sc1ccc(Cl)cc1	-8	7	0.1	-5	-3	6	-5	14
O=C(Nc1ccc(Cl)cc1)c1c(O)c2ccccc2[nH]c1=O	-5	-6	-0.3	-6	5	7	23	-14
CCOC(=O)NC(NCc1ccco1)(C(F)(F)F)C(F)(F)F	-6	1	-0.3	2	14	0	-53	-5
O=C(CSc1ccccn1)c1ccc(-c2ccccc2)cc1	-7	-11	-0.6	-4	11	-4	8	9
O=c1nc(-c2ccccc2)nc(-c2ccccc2)[nH]1	0	-5	0.2	-4	41	7	25	20
Cc1onc(-c2ccccc2)c1CNC(=O)c1cc(C)n(C)n1	-5	-7	0.2	-5	0	2	11	-4
Cn1cc2c(=O)[nH]nnc2n1	-5	-1	-0.4	-3	-3	1	-33	1
COC(=O)c1cccc(NC(=O)CC2C(=O)NCCN2C(=O)Nc2ccccc2OC(F)(F)F)c1 (stereo unspecified)	-6	10	-0.6	2	-1	-7	-43	-10
Cc1ccc2nc3c(nc2c1)-c1cccc2cccc-3c12	-1	-2	-0.8	-8	-9	3	17	10
O=C(OCc1ccccc1Br)c1cc([N+](=O)[O-])cc([N+](=O)[O-])c1	-7	-1	1.4	-6	8	10	18	17
Following part.
SMILES	rat GALR2 ag	TLR4 MyD88 blk	NOTCH ag	Luminol counter	KOR antag MB	PME-1 Maybr inh	Nox1 inhibitor	S1P1 ag
S=C(Nc1ccccc1Cl)N1CCOC1c1c[nH]c2ccccc12 (stereo unspecified)	-4	7	-1.0	6	7	-3	-85	-4
O=C1ON=C(c2ccccc2)/C1=C/c1ccc([N+](=O)[O-])s1	-7	-10	-0.4	5	9	9	-42	8
CC(=O)Nc1ccc(S(=O)(=O)NNc2c(Cl)cncc2Cl)cc1Cl	-9	-2	-0.6	10	10	2	59	80*
CC1(C)C2CCC1(CS(=O)(=O)Nc1cccc(S(N)(=O)=O)c1)C(=O)C2 (stereo unspecified)	-7	-6	-0.2	-5	-1	5	13	-2
Cc1ccc(S(=O)(=O)Nc2cc(-c3ccccc3)nn2C)cc1Cl	-6	9	-0.4	0	2	1	-50	19
O=C(O)CSc1ccc(F)cc1Cl	-6	-1	-0.4	-6	-3	5	-26	-3
CCOC(=O)NC(=S)Nc1cc(C(F)(F)F)cc(C(F)(F)F)c1	-2	-4	-0.5	0	2	2	21	23
O=C(c1ccc(C#Cc2ccccc2)o1)N1CCOCC1	-5	-1	0.3	-2	5	-3	-6	0
Cc1ccc(S(=O)(=O)Nc2ccc(C)c([N+](=O)[O-])c2)cc1	0	8	0.1	-1	4	2	-14	-28
Cc1cc(N=Nc2cccc(C(F)(F)F)c2)ccc1N	-12	-1	0.8	3	28	21	-39	101*
CCOC(=O)N/N=C(\C)c1oc(C)cc1C	-8	3	0.2	12	-12	-3	-24	2
CCOC(=O)c1c(NC(=O)c2ccc([N+](=O)[O-])o2)nc(SC)n1Cc1cccs1	-6	-5	-1.2	4	-10	3	-28	87*
COc1ccc(NC(=O)c2cccs2)cc1OC1CCCC1	-10	-3	-0.8	3	-18	1	-36	-11
COc1ccc(CCNC(C#N)c2cc(Br)ccc2O)cc1OC (stereo unspecified)	0	-4	-0.5	-4	-4	2	-26	18
N#Cc1ccc(N2CCOCC2)c([N+](=O)[O-])c1	-1	-2	-0.3	-6	26	6	26	0
O=C(Nc1ccccc1C(=O)NC1CCSC1)c1cccc(Cl)c1 (stereo unspecified)	0	-5	-0.6	0	-15	1	-43	-6
O=C(Nc1ccccc1)c1cc(-c2ccc(Cl)cc2)oc1C(F)(F)F	-7	9	0.0	0	32	-6	-23	-2
Fc1ccc(C2=NNC3=NCCN3C2)cc1F	-1	4	-0.5	-1	0	8	-27	0
COC(=O)c1c(C)noc1-c1ccc(C(F)(F)F)cc1	-6	-4	-0.6	-5	4	3	1	-8
O=C(CO)c1ccc(Cl)cc1	-9	2	-0.9	-9	2	4	-15	-13
COc1ccc2c(c1)CC/C(=C\c1ccc(C)o1)C2=O	-8	4	-0.7	5	3	-6	-59	16
N#Cc1ncoc1-c1ccc(Cl)cc1	-7	2	-0.6	-1	3	5	-65	-2
COC(=O)c1cc(NC(=O)/C=C/c2ccc(OC)c(OC)c2Cl)ccc1N1CCOCC1	-6	-3	-0.2	3	-4	-9	30	85*
CCc1nc2c(C)csc2c(=O)o1	-6	-2	-0.5	-4	-6	1	5	-5
C1=CC(=C(c2ccccc2)c2ccccc2)C=C1	-5	1	-0.1	2	-24	0	-20	3
Going on with the list.
SMILES	rat GALR2 ag	TLR4 MyD88 blk	NOTCH ag	Luminol counter	KOR antag MB	PME-1 Maybr inh	Nox1 inhibitor	S1P1 ag
Cc1ccc(S(=O)(=O)NC(=O)Nc2nc(-c3ccc(C)c(Cl)c3)c(C)s2)cc1	-2	-5	-0.1	8	0	-1	-58	6
O=C(O)c1cccc(CSc2cccs2)c1	-8	16	0.2	2	16	-4	-37	3
O=c1c2cccc3cccc(sc4cccc5cccc1c54)c32	-8	-6	-0.2	-5	-19	-5	10	4
O=C(O)CCC(=O)NCC(=O)c1ccc(OC(F)F)cc1	-9	-3	-0.8	-2	12	2	8	-6
Cc1noc(C)c1C(=O)N1CCc2sccc2C1c1ccc(C(F)(F)F)cc1 (stereo unspecified)	-8	11	0.0	2	4	1	-22	3
CCOC(=O)N/N=C/c1csnn1	-4	5	0.2	-4	22	7	21	10
CSc1nc(N)nc(N2CCCCC2)n1	-4	-8	-0.4	-6	13	8	9	-10
Cc1nnc(Sc2ccc([N+](=O)[O-])c(Sc3nnc(C)s3)n2)s1	-7	-6	-0.2	-3	6	5	22	-4
COc1ccc(C2NC(=O)N(C)C(C)=C2C(=O)Nc2ccccc2)cc1 (stereo unspecified)	-8	1	-0.2	2	3	-3	-28	50
CC(C)(C)c1ccc(Oc2ccc(NC(=O)CSCC(=O)O)cn2)cc1	-5	8	-0.2	-2	14	0	-6	6
Cn1cc2cc([N+](=O)[O-])ccc2n1	-6	-1	-0.5	-4	-2	4	-21	5
COC(=O)C1=C(C)NC2=C(C(=O)CC(C)(C)C2)C1c1ccc(OC)c(O)c1 (stereo unspecified)	1	-1	-0.5	57	-17	3	57	-27
Cc1ccc(Br)cc1[N+](=O)[O-]	-2	-3	0.5	-7	17	7	13	11
CSc1sc(-c2ccnc(SCCS(C)(=O)=O)n2)c(-c2ccccc2)c1C#N	-3	9	-0.6	-6	-10	6	19	-9
Cc1oc2ccccc2c1CNC(=O)Nc1ccc(Cl)cc1Cl	-5	-5	-0.4	-5	-3	-8	6	-8
CCCCc1ccc(NC(=O)NCCNc2nccc(C(F)(F)F)n2)c(C)c1	-5	-10	-0.3	-7	-1	-2	7	-14
NC(=S)Cc1cc(C(F)(F)F)cc(C(F)(F)F)c1	-6	4	-0.2	3	-30	-1	-27	-14
Cc1cc(NC(=O)Nc2nc(-c3ccc(C)c(Cl)c3)c(C)s2)c(C(F)(F)F)o1	-11	-2	0.3	0	8	0	-26	-10
O=C(Nc1ccc(Cl)cc1)OCc1ccc(C#Cc2ccccc2)s1	-5	10	-0.1	-6	12	-51	8	16
NS(=O)(=O)c1ccc(N(S(=O)(=O)c2ccccc2)S(=O)(=O)c2ccccc2)cc1	0	5	-0.3	2	11	9	-36	1
Cc1nc2c(cnn2-c2ccccc2)c(=O)o1	-7	-7	-0.2	-2	4	1	4	1
Cc1nnsc1C(=O)Nc1ccccc1SCc1cccc(C(F)(F)F)c1	-11	9	-0.1	3	-26	-6	-47	88*
CC1=CC(=O)CC(C)(C)C1(O)/C=C/C(C)=C/C(=O)O (stereo unspecified)	-5	1	-0.2	-3	12	3	-8	-6
CC(=O)N(/N=C/c1ccc(F)cc1)C1=NN(C(C)=O)C(c2ccc(F)cc2)S1 (stereo unspecified)	-4	4	0.4	-1	-13	0	27	2
O=C(O)C(C(=O)OCc1ccccc1)c1ccccc1 (stereo unspecified)	-5	-13	0.7	-6	2	3	23	-7

Six of the compounds above, with values under each structure:
Second line of a record: rat GALR2 ag | TLR4 MyD88 blk | NOTCH ag | Luminol counter | KOR antag MB | PME-1 Maybr inh | Nox1 inhibitor | S1P1 ag
> CC1=CC(=O)CC(C)(C)C1(O)/C=C/C(C)=C/C(=O)O (stereo unspecified)
    -5 | 1 | -0.2 | -3 | 12 | 3 | -8 | -6
> CCOC(=O)N/N=C/c1csnn1
    -4 | 5 | 0.2 | -4 | 22 | 7 | 21 | 10
> NS(=O)(=O)c1ccc(N(S(=O)(=O)c2ccccc2)S(=O)(=O)c2ccccc2)cc1
    0 | 5 | -0.3 | 2 | 11 | 9 | -36 | 1
> CSc1sc(-c2ccnc(SCCS(C)(=O)=O)n2)c(-c2ccccc2)c1C#N
    -3 | 9 | -0.6 | -6 | -10 | 6 | 19 | -9
> O=c1c2cccc3cccc(sc4cccc5cccc1c54)c32
    -8 | -6 | -0.2 | -5 | -19 | -5 | 10 | 4
> Cc1cc(NC(=O)Nc2nc(-c3ccc(C)c(Cl)c3)c(C)s2)c(C(F)(F)F)o1
    -11 | -2 | 0.3 | 0 | 8 | 0 | -26 | -10

Remaining list, next part.
SMILES	rat GALR2 ag	TLR4 MyD88 blk	NOTCH ag	Luminol counter	KOR antag MB	PME-1 Maybr inh	Nox1 inhibitor	S1P1 ag
COc1ccc2[nH]c(C(=O)Nc3cccc(C)n3)cc2c1	-7	-4	-0.3	3	22	-23	-27	-2
COC(=O)c1ccc2snnc2c1	-2	2	-0.3	0	-2	-3	-77	-25
O=C(CSc1ncccc1C(=O)O)c1cc2ccccc2o1	-4	-8	-0.9	-2	-5	-2	11	-2
CC(=O)C1=CN(c2ccccc2)C=C(C(C)=O)C1c1ccccc1	-1	/	-0.1	1	-3	1	-64	-4
N#CCc1nc2cccnc2n1C1CC1	-7	1	-0.4	-2	6	4	-47	-11
CCOC(=O)COc1ccccc1CS(=O)(=O)c1ccc(Cl)cc1	-1	4	0.2	2	4	-2	-36	-19
N#C/C(=C\c1ccc(C(F)(F)F)cc1)c1csc2ccccc12	-10	-120	/	1	-5	-4	-38	-10
O=S(=O)(CCSc1ccc(C(F)(F)F)cn1)c1ccc(OC(F)(F)F)cc1	-3	9	-0.1	-3	8	5	29	-9
Cc1ccc(OCC2NCCS2)c([N+](=O)[O-])c1 (stereo unspecified)	-7	8	0.0	5	-8	-2	-25	17
c1ccc2c(c1)N=C(NNC1=Nc3ccccc3SC1)CS2	-4	-7	-0.1	-1	-9	8	-1	-16
O=[N+]([O-])c1ccccc1-n1cccc1	-4	8	0.0	3	-2	3	-49	42

Reformatted: two of the compounds above.
CC(=O)C1=CN(c2ccccc2)C=C(C(C)=O)C1c1ccccc1
  rat GALR2 ag = -1	TLR4 MyD88 blk = /	NOTCH ag = -0.1	Luminol counter = 1	KOR antag MB = -3	PME-1 Maybr inh = 1	Nox1 inhibitor = -64	S1P1 ag = -4
O=S(=O)(CCSc1ccc(C(F)(F)F)cn1)c1ccc(OC(F)(F)F)cc1
  rat GALR2 ag = -3	TLR4 MyD88 blk = 9	NOTCH ag = -0.1	Luminol counter = -3	KOR antag MB = 8	PME-1 Maybr inh = 5	Nox1 inhibitor = 29	S1P1 ag = -9

High-throughput results: PubChem, The Scripps Research Institute Molecular Screening Center
